GAA glycogen mod – GAA glycogen-cleavage inhibition or activation. 0.38% of 300,000 active. recombinant GAA, glycogen substrate, Amplex Red glucose oxidase fluorescence. P10253. AID 2100. Potency, µM (top dose mostly 76.4 µM), for the others: at the top dose activity change, negative = inhibition, most hits filed as inhibitors; active means well fitted inhibition curve with a large enough effect;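 further: 0% = full enzyme reaction and -100% = no-enzyme basal signal; the screen sought inhibitors and activators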
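Natural-substrate format: glycogen cleavage by 4 nM human enzyme, glucose read by Amplex Red coupling (Ex 573, Em 610 nm). Normalized to enzyme and no-enzyme controls.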
* = called active by the depositor; & = joins results of further samples; [ ] = another dose, or the depositor's remark. Potency means the concentration at half of the fitted maximal effect. Not all compounds are listed; the hit share may differ from the screen's.

SMILES | GAA glycogen mod
CC(=O)N1CCSc2ccc(S(=O)(=O)NCCc3ccc(Cl)cc3)cc21 | -16%[76.3 µM]
CC(C)(C)c1ccc(OCC(O)CN2CCCC2)cc1 (stereo not drawn) | -5%
Cc1ccc(NC(=O)CSc2nc3c(c(=O)[nH]2)CCC3)c(C)c1 | -4%[76.3 µM]
CCCC(c1nnnn1Cc1ccc(OC)cc1)N1CCN(C(=O)c2ccco2)CC1 (stereo not drawn) | -5%
O=C(Nc1cccc(C(F)(F)F)c1)Nc1ccc2snnc2c1 | 10%[76.3 µM]
O=C(NCC(=O)N1CCC2(CC1)NCCc1[nH]cnc12)c1cccc(Cl)c1 | -2%[76.3 µM]
CCCc1cc(=O)oc2c(C)c(OCC(=O)N3CCC(C(N)=O)CC3)ccc12 | -9%[76.3 µM]
Cc1c(Cl)cccc1NC(=O)c1cccnc1 | 5%[76.3 µM]
Cc1cc(C)c(C)c(S(=O)(=O)NCc2ccc(C(=O)N3CCN(C)CC3)cc2)c1C | 3%[76.3 µM]
Cc1ccc2cccc(NC(=O)c3ccc(-c4cc(Cl)ccc4Cl)o3)c2n1 | 14%[76.3 µM]
CN(Cc1ccccc1)C(=O)CSc1c2c(nc3ccc(Cl)cc13)CCCC2 | -19%[76.3 µM]
O=C(O)c1cccc(NS(=O)(=O)c2cccc(C(=O)Nc3ccccc3[N+](=O)[O-])c2)c1 | 4%[76.3 µM]
O=C(O)Cc1c(-c2ccccc2)c2cc(Cl)ccc2[nH]c1=O | 9%
CCc1nn(C(C)C(=O)N2CCN(c3ccc(OC)cc3)CC2)c(=O)c2cc3occc3n12 (stereo not drawn) | -11%[76.3 µM]
CCCCn1nc(NS(=O)(=O)c2cccc3nonc23)c2cc3cccc(C)c3nc21 | -11%[76.3 µM]
O=C(NCc1ccccc1Cl)C1CCCN1S(=O)(=O)c1ccccc1F (stereo not drawn) | -17%
COc1ccccc1N(CC(=O)NC(C)(C)C)C(=O)CCC(=O)Nc1nccs1 | -7%[76.3 µM]
Cc1ccc(NC(=O)C(=O)NCC(c2cccnc2)N2CCc3ccccc3C2)cc1 (stereo not drawn) | -3%[76.3 µM]
COc1cccc(C(=O)Nc2cccc3ccccc23)c1 | -8%[15.3 µM]
O=C(CSc1nc2ccccc2[nH]1)c1ccccc1F | -2%
CC(=O)Nc1ccc(S(=O)(=O)Oc2ccccc2N2C(=O)C3C4CCC(C4)C3C2=O)cc1 (stereo not drawn) | 1%[76.3 µM]
Cc1cccc(OCC(=O)Nc2ccc3c(c2)C(=O)NC3=O)c1 | -3%[76.3 µM]
O=C(Cn1cc(S(=O)(=O)Cc2ccccc2Cl)c2ccccc21)Nc1cccc(C(F)(F)F)c1 | -9%[76.3 µM]
CCc1nc2ccc(C(=O)N3CCN(c4ccc(Cl)cc4)CC3)cc2nc1CC | 9%[76.3 µM]
Clc1ccc2c(c1)-n1cc(-c3ccccc3)nc1CO2 | -9%[76.3 µM]

3 successive records from above, quoted:
SMILES | GAA glycogen mod
O=C(Cn1cc(S(=O)(=O)Cc2ccccc2Cl)c2ccccc21)Nc1cccc(C(F)(F)F)c1 | -9%[76.3 µM]
CCc1nc2ccc(C(=O)N3CCN(c4ccc(Cl)cc4)CC3)cc2nc1CC | 9%[76.3 µM]
Clc1ccc2c(c1)-n1cc(-c3ccccc3)nc1CO2 | -9%[76.3 µM]

The listing continues:
SMILES | GAA glycogen mod
O=C1/C(=C\c2cccc(O)c2)SC(=S)N1Cc1ccccc1 | -14%[76.3 µM]
COc1ccc(C(C)=O)cc1COC(=O)c1cc2ccccc2cc1O | -4%
COc1cccc(C(=O)NCC2OCCc3ccccc32)c1 (stereo not drawn) | 15%[76.3 µM]
N#Cc1ccc(CSc2nnc(-c3ccc(Br)cc3)o2)cc1 | -12%[76.3 µM]
CCOCCCNC(=O)CSc1nnc(-c2ccc(S(=O)(=O)N3CCCC3)cc2)n1C | -11%
CN1CCC(=O)N([C@H](CSc2ccccc2)c2ccccc2)CC1 | 20%[76.3 µM]
COc1ccc2[nH]c(C)c(-c3csc(N)n3)c2c1 | 1%[76.3 µM]
CCc1nnc(SCc2nc(-c3ccccc3)oc2C)c2cc3sccc3n12 | -13%[76.3 µM]
CCOCCCNC(=O)c1cn(C)c2ccc(S(=O)(=O)N3CCCCC3)cc2c1=O | -6%[76.3 µM]
O=c1c([N+](=O)[O-])cccn1Cc1cccc(Br)c1 | 3%
CC(NC(=O)c1ccccc1F)c1nnc(SCC(=O)NC2=NCCS2)n1C (stereo not drawn) | -4%
CCCCOc1ccc(N2CC(C(=O)NCc3ccco3)CC2=O)cc1 (stereo not drawn) | 2%
C=CCOc1ccccc1CN1CCC(n2nccc2NC(=O)c2ccccc2)CC1 | 9%[76.3 µM]
CN(CC(=O)Nc1cccc(F)c1)C(=O)c1ccc(OCC2CCCO2)cc1 (stereo not drawn) | -2%[76.3 µM]
Cc1ccc(S(=O)(=O)NC(=O)c2ccccc2C)cc1 | -2%[76.3 µM]
Cc1ccc(C(=O)C[n+]2ccccc2)cc1 | -2%
Cc1ccc2oc(-c3ccc(NC(=O)c4cccc(F)c4)c(C)c3)nc2c1 | -12%[76.3 µM]
COc1ccc(Cc2nnc(NC(=O)c3ccccc3Cl)s2)cc1OC | 18%[76.3 µM]
CN(C)c1ccc(CN(CC2CCCO2)C(=O)c2ccc(Br)cc2)cc1 (stereo not drawn) | -20%[76.3 µM]
O=C(CSc1nc2ccccc2c(=O)n1CC1CCCO1)Nc1ccc(F)cc1 (stereo not drawn) | 3%
Cc1cccc(-c2cnn(-c3ccccc3)c2N)c1 | -10%
NCCCCCc1nnc(SCc2ccc(F)cc2)o1 | 10%[76.3 µM]
COC(=O)c1ccc(NC(=O)CCCC(=O)OCC(=O)c2ccc(Cl)cc2)cc1 | 17%[76.3 µM]
O=C(NCCc1ccccc1)c1ccccc1SCC(=O)N1CCCC1 | -3%[76.3 µM]
CCC1(C)Cc2c(sc3[nH]c(=S)[nH]c(=S)c23)CO1 (stereo not drawn) | -2%
The listing continues.
SMILES | GAA glycogen mod
COc1ccc(/C=N/Nc2cc(N3CCOCC3)nc(C)n2)c(OC)c1 | 4%[76.3 µM]
O=C(NCC1CCCO1)C1CCCN(S(=O)(=O)c2ccc(Br)cc2)C1 (stereo not drawn) | -6%[76.3 µM]
O=C(Nc1cccc2ncccc12)c1cc([N+](=O)[O-])ccc1Cl | -12%
Cc1ccc(-c2nc(C(=O)Nc3cccc(C#N)c3)c3n2CCCCC3)cc1 | -5%[76.3 µM]
Nc1c(C(=O)Nc2ccccc2Cl)c2ccccn2c1C(=O)c1ccccc1 | -6%[76.3 µM]
CCN(CC)C(=O)COc1ccc(/C(C)=N/NC(=O)c2ccccc2-n2cccc2)cc1 | -3%[76.3 µM]
CCc1ccc(C(C)NC(=O)c2ccc3c(c2)OCO3)cc1 (stereo not drawn) | -3%[76.3 µM]
O=C1NC(=Nc2ccccc2Cl)SC1(CO)CO | 1%[76.3 µM]
COCCNc1ncnc2c1cnn2Cc1ccccc1Cl | 0%
O=C(CCC1N=C2c3ccccc3N=C(SCc3ccc(Cl)cc3)N2C1=O)NC1CCCCC1 (stereo not drawn) | 0%[76.3 µM]
CCN1CCN(Cc2c3ccccc3cc3ccccc23)CC1 | 4%[76.3 µM]
Cc1ccc(NS(=O)(=O)c2ccc(C(=O)NCc3cccnc3)cc2)cc1 | -5%[76.3 µM]
O=C(NC1CCCCC1)C1CCCN1C(=O)Nc1ccccc1 (stereo not drawn) | 7%[76.3 µM]
COc1cccc(N2CCN(c3ccc4nnc(CCC(=O)O)n4n3)CC2)c1 | -19%[76.3 µM]
Cc1cccc(N(C)S(=O)(=O)c2ccc3c(c2)C(C)(C)C(=O)N3C)c1 | 11%[76.3 µM]
COc1ccc(C(=O)NCCN2CCOCC2)cc1[N+](=O)[O-] | 6%[76.3 µM]
CCOC(=O)CSc1nc2ccc(NC(=O)c3ccc(Cl)cc3)cc2s1 | 13%[76.3 µM]
Cc1nn(CC(=O)NC2CC2)c(=O)c2cc3ccccc3n12 | -6%[76.3 µM]
CCN(C(=O)c1cn(-c2ccc(OC)cc2)c(=O)c2ccccc12)c1cccc(Cl)c1 | -14%[76.3 µM]
COc1ccc(-c2nn(C)c3sc(C(=O)N4CCN(c5cccc(Cl)c5)CC4)cc23)cc1OC | -9%[76.3 µM]
COc1ccc(NC(=O)Cn2c(=O)n(-c3ccccc3)c(=O)c3c4c(sc32)CCCC4)cc1 | 9%[76.3 µM]
CCCCc1cc(=O)oc2cc(OCC(=O)N3C[C@H]4C[C@@H](C3)c3cccc(=O)n3C4)ccc12 | -2%[76.3 µM]
COc1ccccc1NC(=O)c1cccc2c(Br)cccc12 | 2%[76.3 µM]
COc1cc2c(cc1OC)[C@@H]1O[C@](c3ccsc3)(C2)Oc2cc(C)n(-c3ccccc3)c(=O)c21 | 1%[15.3 µM]
COc1ccc(C(=O)Nc2ccc(-c3nnc4n3CCCCC4)cc2)cc1 | -2%[76.3 µM]

Among those listed so far, 2 have a tert-butyl group.
SMILES | GAA glycogen mod
CC(C)(C)c1ccc(OCC(O)CN2CCCC2)cc1 (stereo not drawn) | -5%
COc1ccccc1N(CC(=O)NC(C)(C)C)C(=O)CCC(=O)Nc1nccs1 | -7%[76.3 µM]

The main list resumes; the three compounds before the break are reprinted first.
SMILES | GAA glycogen mod
COc1ccccc1NC(=O)c1cccc2c(Br)cccc12 | 2%[76.3 µM]
COc1cc2c(cc1OC)[C@@H]1O[C@](c3ccsc3)(C2)Oc2cc(C)n(-c3ccccc3)c(=O)c21 | 1%[15.3 µM]
COc1ccc(C(=O)Nc2ccc(-c3nnc4n3CCCCC4)cc2)cc1 | -2%[76.3 µM]
Cn1ncc(Br)c1NC(=O)Nc1ccc(Cl)cc1 | -14%
O=S(=O)(c1cccc(C(F)(F)F)c1)N1CCC(Oc2ccc(-n3cnnn3)cc2)CC1 | -9%[76.3 µM]
CC(=O)Nc1ccc(S(=O)(=O)N(C)CC(=O)OC(C)C(=O)NC2CCCC2)cc1 (stereo not drawn) | 4%[76.3 µM]
O=C(CN1C(=O)c2ccccc2S1(=O)=O)NCCSCc1ccccc1Cl | -3%
COCCNC(=O)C(c1ccc(F)cc1)N(C(=O)CCC(=O)Nc1ccccn1)C1CCCCC1 (stereo not drawn) | -19%
COc1ccc(NC(=O)CCCc2nnc3n(C)c(=O)c4sccc4n23)cc1 | -5%[76.3 µM]
COc1ccc(OC)c(C(=O)NC(CC(N)=O)c2ccc(NCc3ccccn3)c([N+](=O)[O-])c2)c1 (stereo not drawn) | 13%[76.3 µM]
O=C(O)CCCCCNC(=O)OCC1c2ccccc2-c2ccccc21 | -2%
CC(C)c1c(C(=O)N/N=C/c2ccsc2)nnn1-c1nonc1N | -17%[76.3 µM]
O=c1ccc2cc([N+](=O)[O-])c(CCO)cc2o1 | -7%[76.3 µM]
COc1ccc(NC(=O)c2cc(=O)c3cc(C)cc(C)c3o2)cc1 | -3%[76.3 µM]
O=C(NCc1ccc2c(c1)OCO2)c1nc(Cn2ccc([N+](=O)[O-])n2)no1 | -7%
CS(=O)(=O)N1CCc2cc(C(=O)Nc3cccc([N+](=O)[O-])c3)ccc21 | -23%[76.3 µM]
CSCC(C)N1CCC(n2nccc2NC(=O)CCc2ccccc2)CC1 (stereo not drawn) | -12%[76.3 µM]
OCCC1CN(Cc2ccc(F)cc2Cl)CCN1CCc1ccccc1 (stereo not drawn) | -5%[76.3 µM]
O=C(O)CCc1ccc(-c2ccc(Br)cc2)n1-c1ccccc1O | -17%[76.3 µM]
CCCN1CCN(CCCNC(=O)c2cc3c(s2)-c2c(C)cccc2OC3)CC1 | 5%&-3%[76.3 µM]
O=C(NCCCc1ccccc1)c1ccc2c(c1)sc1nc(-c3ccc(F)cc3)cn12 | 24%[76.3 µM]
COc1ccc(-c2nc3cc(NC(=O)c4ccc(C)cc4)ccc3o2)cc1Cl | 1%[76.3 µM]
CC(=O)c1sc(N2C(=O)c3oc4ccccc4c(=O)c3C2c2ccc(C)cc2)nc1C (stereo not drawn) | 1%[76.3 µM]
CCN(CC)c1ccc(NC(=O)CN2CCN(CC(=O)Nc3ccc(OC)cc3)CC2)cc1 | -24%
CC(C)Oc1ccccc1/C=N/NC(=O)C1CCCC1 | 0%[76.3 µM]
COc1cc(C(=O)NC23CC4CC(CC(C4)C2)C3)cc(OC)c1OC | 6%[76.3 µM]
CCOc1cc(C#N)c(NC(=O)c2ccc(OC)c(S(=O)(=O)N3CCCC3)c2)cc1OCC | -2%[76.3 µM]
CCCNC(=O)C1CCC(CNS(=O)(=O)c2ccc3c(c2)CC(C)N3C(C)=O)CC1 (stereo not drawn) | -6%[76.3 µM]
Cc1cc(Cl)c2oc(C(=O)N3CCN(c4cccc(C)n4)CC3)c(C)c2c1 | -12%[76.3 µM]
O=C(COc1ccccc1)Nc1ccccc1F | -9%[76.3 µM]
COc1ccc(Cc2nnc(NC(=O)C3CC(=O)N(CCc4ccc(F)cc4)C3)s2)cc1OC (stereo not drawn) | -1%
COc1cc(/C=C2\C(=N)N3N=C(S(C)(=O)=O)SC3=NC2=O)ccc1OC(=O)c1ccco1 | 2%[76.3 µM]

Look-ups from the results shown:
COc1ccc(C(=O)Nc2ccc(-c3nnc4n3CCCCC4)cc2)cc1 in GAA glycogen mod has -2%[76.3 µM]
O=C(CSc1nc2ccccc2c(=O)n1CC1CCCO1)Nc1ccc(F)cc1 (stereo not drawn) in GAA glycogen mod has 3%
O=c1c([N+](=O)[O-])cccn1Cc1cccc(Br)c1 in GAA glycogen mod has 3%
CCCC(c1nnnn1Cc1ccc(OC)cc1)N1CCN(C(=O)c2ccco2)CC1 (stereo not drawn) in GAA glycogen mod has -5%
COc1ccc(NC(=O)CCCc2nnc3n(C)c(=O)c4sccc4n23)cc1 in GAA glycogen mod has -5%[76.3 µM]
NCCCCCc1nnc(SCc2ccc(F)cc2)o1 in GAA glycogen mod has 10%[76.3 µM]

Assay outcomes as filed in PubChem BioAssay.
